Screening data from PubChem.
Lipid storage S3: qHTS Assay for Lipid Storage Modulators in Drosophila S3 Cells; Drosophila S3 cells, BODIPY lipid droplet fluorescence, 18-24 h; cells fed with added oleic acid; Potency in µM for hits, for the others lipid storage change, negative = inhibition, % at the top dose, mostly 46.1 µM; 320,000 tested, 0.64% active; AID 2685; active means well fitted inhibition curve with a large enough effect in the signal ratio, with a control signal flat, not every such curve was filed as active; inconclusive means small, poorly fitted or top-dose-only effect, or effect the other way, or a change in a side signal; the % refers to the signal ratio
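Drosophila S3 cells loaded with oleic acid (400 uM, as added) and compounds at several concentrations; lipid droplets imaged by 488-nm laser-scanning cytometry, 500–530 nm intensity and object ratio to cell channel. Percent activity normalized to 20 uM Triacsin C.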
Lipid storage S3 cell count max: second read-out of Lipid storage S3, no call of its own (marks repeat the call); cell number change, %; measured here: cell count max response;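 cells counted by Cell Tracker Red CMTPX staining in the red channel; peak over a dose series mostly up to 46.1 µM; percent activity relative to internal control wells on each plate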
* = called active by the depositor. On the % scale 0 is the no-effect control and ±100 the full control effect; potency means the concentration at half of the fitted maximal effect. These rows are one share of the data (hit frequency here may not be typical).

`O=C(Nc1ccon1)c1cc2c(s1)CCCCCC2` gave Lipid storage S3 inactive.
For O=C(C1=C[C@@H](C2CCCCC2)C[C@@H](OCc2ccc(CO)cc2)O1)N1CCN(Cc2ccccc2)CC1 the results were Lipid storage S3 -1.7% and Lipid storage S3 cell count max -1.3.
Screening Cc1nc2scc(-c3ccccc3)c2c(=O)n1N=C1C=CC(=O)C=C1 returned Lipid storage S3 -11.7% and Lipid storage S3 cell count max -3.5.
Screening C=CCOC(=O)C1=C(C)OC(N)=C(C#N)C1c1ccco1 (configuration not stated) returned Lipid storage S3 inconclusive.
Screening CCOc1cccc2cc(C(N)=O)c(=N)oc12 returned Lipid storage S3 inconclusive.
For COCCCNC(=S)N1CCN(c2nc3ccccc3s2)CC1 the results were Lipid storage S3 -2.2% and Lipid storage S3 cell count max 1.1.
`CC(C)(C)OC(=O)[C@H](Cc1ccccc1)NC(=O)c1nc[nH]c1C(=O)NCCCCCN` gave Lipid storage S3 inconclusive.
`Cc1ccc(S(=O)(=O)NCC(C)NC(=O)CN2CCOCC2)cc1` (configuration not stated) gave Lipid storage S3 inactive and Lipid storage S3 cell count max 18.3.
For CC(=O)c1ccc(NC(=O)CSc2nnc(-c3ccncc3)n2C2CC2)cc1 the results were Lipid storage S3 inconclusive.
For Cc1cc(O)ccc1C1(c2ccc(O)cc2C)OC(=O)c2ccccc21 the results were Lipid storage S3 inconclusive.
`O=C(NC1CCN(Cc2ccccc2)CC1)c1cc(Br)c(Br)[nH]1` gave Lipid storage S3 -3.0% and Lipid storage S3 cell count max 0.1.
`Cc1ccccc1Nc1nc(N)nc(CSc2nnc3ccccn23)n1` gave Lipid storage S3 inconclusive.
Screening CCCn1c(SCC(=O)NCC)nc2sc3c(c2c1=O)CCC3 returned Lipid storage S3 inconclusive.
Screening O=C(c1ncn(Cc2ccccc2)c1C(=O)N1CCc2ccccc2C1)N1CCc2ccccc2C1 returned Lipid storage S3 inactive and Lipid storage S3 cell count max -6.1.
For O=[N+]([O-])c1ccc(S(=O)(=O)CC2CSc3nc4ccccc4n32)cc1 (configuration not stated) the results were Lipid storage S3 32.6µM* and Lipid storage S3 cell count max -0.9*.
`Cc1nc2ccc(N)cc2s1` gave Lipid storage S3 inconclusive.
For CC1(C)CC2(CCO1)OC(=O)CC2C(=O)NCCc1ccccc1 (configuration not stated) the results were Lipid storage S3 inconclusive.
For CN(C)c1ccc(-c2nnn(CC(=O)Nc3ccc4c(c3)OCCO4)n2)cc1 the results were Lipid storage S3 inconclusive.
For CCOC(=O)c1c(SCC(=O)Nc2nccs2)nc(C)c(C)c1C the results were Lipid storage S3 2.2% and Lipid storage S3 cell count max -4.6.
Screening CCCc1cc(=O)[nH]c(SCC(=O)NC)n1 returned Lipid storage S3 10.7% and Lipid storage S3 cell count max 17.6.
For O=C(c1ccccc1)c1ccc(C(=O)N2CCN(c3ccc(F)cc3)CC2)o1 the results were Lipid storage S3 14.3% and Lipid storage S3 cell count max -12.5.
`CCN(CC)S(=O)(=O)c1cccc(C(=O)NN2Cc3ccccc3C2=N)c1` gave Lipid storage S3 3.8% and Lipid storage S3 cell count max -16.1.
Screening Cc1ccc2c(c1)/C(=N/O)CCS2 returned Lipid storage S3 5.2% and Lipid storage S3 cell count max -3.3.
For COC(=O)C1=CN(c2ccc(Cl)cc2)C=C(C(=O)OC)C1c1ccc([N+](=O)[O-])cc1 the results were Lipid storage S3 inconclusive.
`COc1cc(/C=C2\CC(C(C)(C)C)C/C(=C\c3cc(OC)c(OC)c(OC)c3)C2=O)cc(OC)c1OC` (configuration not stated) gave Lipid storage S3 inconclusive.
O=C(NCC1CCCO1)c1ccc(COc2ccccc2)o1 (configuration not stated) was read as Lipid storage S3 inconclusive.
For N[C@@H](Cc1c[nH]c2ccccc12)C(=O)O the results were Lipid storage S3 6.2% and Lipid storage S3 cell count max 6.3.
COc1ccc(NC2=NCCCCC2)cc1 was read as Lipid storage S3 inconclusive.
CC(=O)N1CCc2c(sc(NC(=O)Cc3ccccc3)c2C(N)=O)C1 was read as Lipid storage S3 inactive and Lipid storage S3 cell count max 12.9.
`O=C(/C=C/c1ccco1)N1CCN(C/C=C/c2ccccc2)CC1` gave Lipid storage S3 9.6% and Lipid storage S3 cell count max -21.0.
`CCN(CC)S(=O)(=O)c1cccc(N=NC2=C(O)CCCC2=O)c1` gave Lipid storage S3 inconclusive.
Clc1ccc2nc(C3CCN(Cc4ccccc4)CC3)[nH]c2c1 was read as Lipid storage S3 8.9% and Lipid storage S3 cell count max -12.5.
For COc1ccc(CNC(=O)c2ccc3c(=O)n(CCCN4CCCC4=O)c(=S)[nH]c3c2)cc1 the results were Lipid storage S3 3.8% and Lipid storage S3 cell count max 14.0.
Screening COc1ccc(NC(=O)CN(c2c(C)cccc2C)S(C)(=O)=O)cc1 returned Lipid storage S3 inconclusive.
For COc1ccccc1CNC(=O)c1cc(-c2ccccc2C)n(CC2CC(c3cccc([N+](=O)[O-])c3)=NO2)n1 (configuration not stated) the results were Lipid storage S3 inconclusive.
COc1cc(NS(=O)(=O)c2ccc3c(c2)oc(=O)n3C)cc(OC)c1OC was read as Lipid storage S3 inconclusive.
Screening O=C(O)c1nccnc1C(=O)N1CCN(c2ccccc2)CC1 returned Lipid storage S3 inconclusive.
CCOc1ccccc1/C=C/c1onc(C)c1S(=O)(=O)N1CCC(C(=O)NC(C)(C)C)CC1 was read as Lipid storage S3 inactive and Lipid storage S3 cell count max 1.2.
`COc1ccc(O)c(C(=O)c2cc(C#N)c(=O)n(CC3CCCO3)c2)c1` (configuration not stated) gave Lipid storage S3 inconclusive.
`CC1CCCCC1n1c(-c2cccnc2)n[nH]c1=S` (configuration not stated) gave Lipid storage S3 inactive.
For CCc1nnc(NC(=O)CSc2ccc(Cl)cc2)s1 the results were Lipid storage S3 -9.9% and Lipid storage S3 cell count max 0.8.
COc1ccc(S(=O)(=O)N2CCOCC2)cc1NC(=O)CC1CC2CCC1C2 (configuration not stated) was read as Lipid storage S3 inconclusive.
Screening CCOc1ccc(N=C2NC(=O)/C(=C/C(=O)OC)S2)cc1 returned Lipid storage S3 25.9µM*.
For CCCCc1ccc(NC(=O)CSc2nnc(C)c(=O)n2N)cc1 the results were Lipid storage S3 inconclusive.
For O=C(CN1CCC(n2nnc3cc(F)ccc32)CC1)NCCc1nc2ccccc2[nH]1 the results were Lipid storage S3 14.6% and Lipid storage S3 cell count max -23.0.
CCOC(=O)C1(CCc2ccccc2)CCN(C(=O)CCn2cnnn2)CC1 was read as Lipid storage S3 5.7% and Lipid storage S3 cell count max 5.5.
Screening Cc1cccc(N(CC(=O)N2CCN(c3ccc(F)cc3)CC2)S(C)(=O)=O)c1C returned Lipid storage S3 inconclusive.
For Cc1ccccc1NC(=O)c1ccc(Nc2c([N+](=O)[O-])cc([N+](=O)[O-])c3ccccc23)cc1 the results were Lipid storage S3 inconclusive.
Cc1ccc(S(=O)(=O)N2CCN(C(=O)c3ccc(-n4cncn4)c([N+](=O)[O-])c3)CC2)cc1C was read as Lipid storage S3 4.3% and Lipid storage S3 cell count max -5.4.
Screening COC(=O)c1ccccc1NC(=O)c1cc(OC)cc(OC)c1 returned Lipid storage S3 inconclusive.

Among those listed so far, these have an aryl methoxy group.
`COc1cc(/C=C2\CC(C(C)(C)C)C/C(=C\c3cc(OC)c(OC)c(OC)c3)C2=O)cc(OC)c1OC` (configuration not stated) gave Lipid storage S3 inconclusive.
COc1ccc(NC2=NCCCCC2)cc1 was read as Lipid storage S3 inconclusive.
For COc1ccc(CNC(=O)c2ccc3c(=O)n(CCCN4CCCC4=O)c(=S)[nH]c3c2)cc1 the results were Lipid storage S3 3.8% and Lipid storage S3 cell count max 14.0.
Screening COc1ccc(NC(=O)CN(c2c(C)cccc2C)S(C)(=O)=O)cc1 returned Lipid storage S3 inconclusive.
For COc1ccccc1CNC(=O)c1cc(-c2ccccc2C)n(CC2CC(c3cccc([N+](=O)[O-])c3)=NO2)n1 (configuration not stated) the results were Lipid storage S3 inconclusive.
COc1cc(NS(=O)(=O)c2ccc3c(c2)oc(=O)n3C)cc(OC)c1OC was read as Lipid storage S3 inconclusive.
`COc1ccc(O)c(C(=O)c2cc(C#N)c(=O)n(CC3CCCO3)c2)c1` (configuration not stated) gave Lipid storage S3 inconclusive.
COc1ccc(S(=O)(=O)N2CCOCC2)cc1NC(=O)CC1CC2CCC1C2 (configuration not stated) was read as Lipid storage S3 inconclusive.
Screening COC(=O)c1ccccc1NC(=O)c1cc(OC)cc(OC)c1 returned Lipid storage S3 inconclusive.

Additional structures follow.
Screening CCOc1ccc(-c2nc(N)ncc2-c2ccc(OC)cc2)c(O)c1 returned Lipid storage S3 inconclusive.
O=C(Nc1ccc(N2CCOCC2)cc1)c1ccc(Cl)cc1N1CCCC1=O was read as Lipid storage S3 inconclusive.
For CCN1CCN(c2ccc(S(=O)(=O)N3CCCCC3)cc2NC(=O)c2ccc(C)o2)CC1 the results were Lipid storage S3 inconclusive.
For CCCCCCCSc1nc(N)cc(=O)[nH]1 the results were Lipid storage S3 -2.2% and Lipid storage S3 cell count max 2.6.
For COC(=O)Nc1ccc(S(=O)(=O)N2CCCC(C(=O)N3CCN(C)CC3)C2)cc1 (configuration not stated) the results were Lipid storage S3 inconclusive.
`O=C(CSc1nc2ncccc2[nH]1)NCc1ccco1` gave Lipid storage S3 inactive and Lipid storage S3 cell count max -14.2.
`COc1ccc(-n2c(C)nc3cc(C(=O)N4CCOCC4)ccc32)cc1` gave Lipid storage S3 inconclusive.
Screening CN(C)C(=O)c1snnc1-c1ccccc1 returned Lipid storage S3 inconclusive.
For Cc1cccc2cc(CN(CCCO)C(=O)Nc3ccccc3Cl)c(=O)[nH]c12 the results were Lipid storage S3 inconclusive.
Screening O=c1c2ccccc2sn1-c1cc(S(=O)(=O)N2CCOCC2)ccc1N1CCCC1 returned Lipid storage S3 inconclusive.
COc1ccc(C2(CNC(=O)c3ccc(C)cc3)CCOCC2)cc1 was read as Lipid storage S3 inconclusive.
O=C1NC(Nc2nccs2)(C(F)(F)F)C(=O)N1CCc1ccccc1 (configuration not stated) was read as Lipid storage S3 inconclusive.
`Clc1ccc2noc(-c3ccccc3)c2c1` gave Lipid storage S3 inconclusive.
CC(=O)NCCn1c(SCc2cc(=O)n3cc(Cl)ccc3n2)nc2ccccc2c1=O was read as Lipid storage S3 inconclusive.
CCc1ccc(N(CC(=O)N2CCN(Cc3ccccc3)CC2)S(C)(=O)=O)cc1 was read as Lipid storage S3 inconclusive.
O=C(Cn1ncc2c(=O)oc3ccccc3c21)N1CCN(C(=O)c2ccco2)CC1 was read as Lipid storage S3 9.3% and Lipid storage S3 cell count max -3.7.
Screening COc1cc(CC(=O)Nc2ccc(S(=O)(=O)N(C)C)cc2)cc(OC)c1OC returned Lipid storage S3 inactive.
For CSc1nnc(C)c(/C=C/Nc2ccc(C)cc2)n1 the results were Lipid storage S3 inconclusive.
For O=C(CSc1c[nH]c2ccccc12)N1CCCc2ccccc21 the results were Lipid storage S3 20.7%.
For Cc1ccc(S(=O)(=O)N(C)C)cc1NC(=S)NCc1ccco1 the results were Lipid storage S3 inconclusive.
For COc1cc(/C=C2\COC/C(=C\c3cc(OC)c(OC)c(OC)c3)C2=O)cc(OC)c1OC the results were Lipid storage S3 inconclusive.
For C[C@@H](C(=O)N[C@@H](Cc1ccccc1)C(=O)O)n1nnc2ccccc2c1=O the results were Lipid storage S3 inconclusive.
CCOC(=O)N1CCN(C(=O)Cc2cccc3ccccc23)CC1 was read as Lipid storage S3 6.7% and Lipid storage S3 cell count max 1.9.
Screening COc1cccc(OC)c1C(=O)Nc1ccccc1C(=O)N1CCCC1 returned Lipid storage S3 inactive and Lipid storage S3 cell count max 2.0.
For O=C(CSc1nnc(COc2ccc(Cl)cc2)o1)NC1CCCCC1 the results were Lipid storage S3 inconclusive.
Cn1nc(C(F)(F)F)c(-c2ccc(Br)cc2)c1NC(=O)c1cccnc1 was read as Lipid storage S3 -4.7% and Lipid storage S3 cell count max 4.8.
Cc1cc(C)n2nc(Sc3ncccc3[N+](=O)[O-])nc2n1 was read as Lipid storage S3 -0.3% and Lipid storage S3 cell count max -8.8.
For O=[N+]([O-])c1ccc(CSc2nc3ccccc3[nH]2)cc1 the results were Lipid storage S3 0.6% and Lipid storage S3 cell count max -8.4.
Screening O=C(NCC(c1cccs1)N1CCOCC1)c1cc([N+](=O)[O-])cc([N+](=O)[O-])c1 (configuration not stated) returned Lipid storage S3 -2.9% and Lipid storage S3 cell count max 0.3.
Screening COc1ccc(NC(=O)CSc2n[nH]c(=O)n2C2CC2)cc1OC returned Lipid storage S3 -7.7% and Lipid storage S3 cell count max -10.9.
Screening CN1CCN(C(=O)c2ccc(S(=O)(=O)Nc3ccccc3)cc2)CC1 returned Lipid storage S3 inconclusive.
`Cc1ccc(C(CNC(=O)C(=O)Nc2ccc3c(c2)OCCO3)N2CCN(C)CC2)cc1` (configuration not stated) gave Lipid storage S3 inconclusive.
For CCOc1ccc(S(=O)(=O)NCCC(=O)OCC(=O)c2ccc(NC(C)=O)cc2)cc1 the results were Lipid storage S3 inconclusive.
Screening CCCCCC(=O)Nc1ccc(N2CCN(C(=O)c3ccccc3)CC2)cc1 returned Lipid storage S3 inactive and Lipid storage S3 cell count max -7.9.
For O=C(NCc1ccco1)c1cnn2c(C(F)F)cc(-c3ccccc3)nc12 the results were Lipid storage S3 inconclusive.
Screening C=C(C(=O)c1ccccc1)C(CC(=O)c1ccccc1)c1ccccc1 (configuration not stated) returned Lipid storage S3 inconclusive.
